OXTR potentiate = potentiates the human oxytocin receptor response; activation, % at 3 µM; 0.061% of 320,000 active; P30559; AID 2445; CHO-OTR cells, Fluo-8 calcium fluorescence, potentiator mode; 0% = oxytocin EC15, 100% = EC100;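 active means activation above that plate's cutoff, the mean activation of tested compounds plus 3 SD, cut at about 6.6% in these data, passing the limit was not always enough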;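 further: 100% uses oxytocin at 75 nM as the full agonist control; some results filed as inactive read as strong as hits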
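test system = CHO-OTR cells, human receptor | compound = single-point 3.0 µM | schedule = 6 min compound pre-incubation at room temperature, 100 s kinetic read | signal = Fluo-8 no-wash calcium dye fluorescence, excitation 470-495 nm, emission 515-575 nm | repeats = single well per compound, singlicate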
TAAR1 antagonist = antagonists of human TAAR1; CHO RD-HGA16 TAAR1, Fluo-8 calcium fluorescence, antagonist; inhibition, % at 3 µM; 1.5% of 360,000 active;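 active means inhibition above a per-plate cutoff, the mean inhibition of test compounds on that plate plus 3 SD, cut at about 49% in these data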;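 further: 0% = DMSO plus EC80 beta-PEA response and 100% = DMSO alone without agonist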
Target sequence (Q96RJ0 whole entry, looked up): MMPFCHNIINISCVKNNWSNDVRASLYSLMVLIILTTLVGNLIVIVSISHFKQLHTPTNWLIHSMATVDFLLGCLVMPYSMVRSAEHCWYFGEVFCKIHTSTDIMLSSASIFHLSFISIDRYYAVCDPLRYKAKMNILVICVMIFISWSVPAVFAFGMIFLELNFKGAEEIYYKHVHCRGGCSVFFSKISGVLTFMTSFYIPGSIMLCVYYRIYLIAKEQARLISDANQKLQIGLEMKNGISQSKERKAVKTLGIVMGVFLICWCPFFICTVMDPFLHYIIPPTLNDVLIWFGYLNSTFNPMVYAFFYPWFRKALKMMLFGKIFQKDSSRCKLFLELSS
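Test system – hTAAR1-expressing CHO RD-HGA16 cells, Gα16-coupled · Reagent – β-PEA at EC80 concentration, post-compound challenge · Compound dosing – 3 µM, single point · Timing – 140 s kinetic read after compound, 140 s after agonist · Detection – Fluo-8 intracellular calcium dye fluorescence, real-time kinetic reads · Control set – DMSO and EC80 PEA controls · Repeats – n of 1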
CHO-K1 Ca antag = counter-screen for M1 antagonists: effect in parental CHO-K1 cells; ATP-induced calcium, Fluo-8 fluorescence; inhibition, % at 3 µM; 0.6% of 360,000 active;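 active means inhibition above a per-plate cutoff, the plate's mean sample inhibition plus 3 SD, cut at about 24% in these data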;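 further: 0% = DMSO plus EC80 ATP and 100% = DMSO alone without ATP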
M1 antag = antagonists of human M1 muscarinic receptor; P11229; CHO-K1 hM1, Fluo-8 calcium fluorescence, ACh EC80 antagonist; inhibition, % at 3 µM; 1.3% of 360,000 active; AID 588852;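 active means percent inhibition above its own plate's cutoff, namely the mean of that plate's compound wells plus 3 SD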;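 further: peak over basal fluorescence ratio during 140 s after agonist addition; 0% = ACh EC80 plus DMSO and 100% = DMSO alone without agonist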
Target sequence (P11229 whole entry, looked up): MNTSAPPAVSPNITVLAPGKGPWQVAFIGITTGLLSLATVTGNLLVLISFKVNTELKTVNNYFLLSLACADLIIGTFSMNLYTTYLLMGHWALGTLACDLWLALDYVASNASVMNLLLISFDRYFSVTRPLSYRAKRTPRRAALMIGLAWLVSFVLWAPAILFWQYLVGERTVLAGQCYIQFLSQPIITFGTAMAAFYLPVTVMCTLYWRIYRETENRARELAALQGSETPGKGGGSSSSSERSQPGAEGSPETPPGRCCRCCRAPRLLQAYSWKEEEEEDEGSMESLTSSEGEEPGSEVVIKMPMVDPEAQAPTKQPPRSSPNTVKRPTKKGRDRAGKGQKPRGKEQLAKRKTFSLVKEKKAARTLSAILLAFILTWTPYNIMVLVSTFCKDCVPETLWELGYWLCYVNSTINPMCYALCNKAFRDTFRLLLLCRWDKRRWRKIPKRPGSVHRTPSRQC
M1 ag parental = M1 agonist counterscreen hit in parental CHO-K1 cells; Fluo-8 calcium fluorescence; scaled to maximal ATP response, vehicle zero; activation, % at 3 µM; 0.48% of 360,000 active; AID 602248; in the data active means activation above about 15%;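 further: untransfected CHO-K1 host cells lacking M1 receptor as counterscreen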
CHRM1 agonist = agonists of human M1 muscarinic receptor; AID 588814; activation, % at 3 µM; P11229; 0.33% of 360,000 active; CHO-K1 hM1, Fluo-8 calcium fluorescence, agonist mode; 0% DMSO, 100% acetylcholine EC100;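 active means activation above the run's mean compound activation plus 3 SD, cut at about 16% in these data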;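 further: peak over basal fluorescence ratio within a 140 s kinetic read after compound addition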
CHO parental Ca = counter-screen for OX1R antagonists: effect in parental CHO cells. parental CHO-K1, ATP-induced calcium, Fluo-8 fluorescence. inhibition, % at 5.6 µM. 0.63% of 330,000 active. AID 463079;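 active means inhibition above that plate's mean sample inhibition plus 3 SD, cut at about 26% in these data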;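 further: 0% = ATP-challenged DMSO wells and 100% = DMSO wells without ATP; some compounds past the cut are filed as inactive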
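Assay system: untransfected parental CHO cell line. Also added: ATP agonist challenge. Dosing: one dose, 5.6 µM nominal. Measured by: Fluo-8 fluorescence. Read-out: % inhibition. Benchmarks: ATP wells versus no-ATP DMSO wells. Repeats: no replicates.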
TAAR1 ag = agonists of human TAAR1 | Q96RJ0 | CHO RD-HGA16 TAAR1, Fluo-8 calcium fluorescence; vehicle wells 0%, saturating PEA agonist 100% | activation, % at 3 µM | 0.99% of 360,000 active;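 active means activation above the mean activation of all test compounds in the run plus 3 SD, cut at about 38% in these data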
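Signal – calcium-sensitive Fluo-8 signal, excitation 470-495, emission 515-575 nm · System – RD-HGA16 (CHO) cells co-expressing Gα16 and hTAAR1 · Incubation – 17-24 h seeding, 75 min 37 °C dye, 30 min RT · Compound dosing – 3 µM single concentration · Repeats – no replicates (n 1)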
M1 PAM parental = counter-screen for M1 PAMs: effect in parental CHO-K1 cells | ATP EC20, Fluo-8 calcium fluorescence; 0% at ATP EC20, 100% at ATP max | activation, % at 3 µM | 0.02% of 360,000 active | AID 602247;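 active means activation above the run cutoff, the mean activation of all test compounds plus 3 SD, cut at about 40% in these data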;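 further: peak over basal fluorescence ratio in a 140 s read after ATP addition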
Active calls of the source: *; · = no result given.

Below each compound: OXTR potentiate	TAAR1 antagonist	CHO-K1 Ca antag	M1 antag	M1 ag parental	CHRM1 agonist	CHO parental Ca	TAAR1 ag	M1 PAM parental
C=C(C)Cn1c(N2CCCC2)nc2c1c(=O)[nH]c(=O)n2C
  -3	-14	-9	-5	-0.2	-3	-4	0	19
C[C@H](CO)N1C[C@H](C)[C@@H](CN(C)Cc2ccncc2)Oc2c(NC(=O)c3ccncc3)cccc2C1=O
  -2	11	-9	4	-0.3	-6	-3	7	-4
O=C(CSc1nnc2n1CCCCC2)Nc1ccc(N2CCOCC2)cc1
  -4	-16	-8	-6	-0.4	-3	16	1	2
O=C(CSc1nc2ccccc2c(=O)[nH]1)Nc1cccc([N+](=O)[O-])c1
  -5	-5	7	7	0.1	-2	-7	0	-8
CC(C)(C)C(=O)COC(=O)c1c2c(nc3ccccc13)CCC2
  3	19	7	11	2.1	-10	-27	1	7
O=C(c1ccc(C(=O)N2CCCc3ccccc32)s1)N1CCCc2ccccc21
  -21	7	-3	1	2.3	-3	-1	1	13
CS(=O)(=O)c1ccc(Oc2ccc(-c3nnco3)cc2)c([N+](=O)[O-])c1
  -7	20	-16	2	1.4	-5	8	5	3
CN(C(=O)COC(=O)c1ccc(S(=O)(=O)N2CCCCCC2)cc1)c1ccccc1
  ·	-10	-20	-12	0.7	-7	·	1	17
CCCN1Cc2cccc(C(=O)Nc3ccc(C)cc3)c2C1=O
  -8	-4	-14	10	0.3	-4	-15	0	11
Cc1ccc(S(=O)(=O)N2CCN(Cc3nnc(-c4c(-c5ccccc5)noc4C)o3)CC2)cc1
  -8	-1	-12	-8	0.1	-2	-8	2	5
CCOC(=O)C(=Cc1ccc(N(C)C)cc1)C(=O)c1ccccc1
  ·	9	-12	1	3.0	-7	·	-1	16
CC(C)Cc1cc(CNC(=O)C2CCC(=O)N(Cc3cccc(C(F)(F)F)c3)C2)on1 (stereo not drawn)
  -5	-1	-4	-9	0.4	-4	-16	2	7
CC(CN1CCOCC1)OC(=O)Cc1ccc(Cl)cc1 (stereo not drawn)
  0	-11	-6	-10	0.3	-4	7	3	-2
CN(C)CCCNC(=O)c1cc(C(=O)Cc2ccc(Cl)cc2)c[nH]1
  2	0	-11	-12	0.1	-9	-5	1	-4
CCOC(=O)c1c(NC(=O)C(C)S(=O)(=O)c2cn(CC)c3ccccc23)sc2c1CCCC2 (stereo not drawn)
  -1	-10	0	-7	0.8	-5	21	-1	15
O=C(CSc1nc2ncc(Br)cc2[nH]1)c1cccc([N+](=O)[O-])c1
  -8	0	8	2	0.0	-3	-19	0	5
CC(C)NC(=O)CN1C(=O)c2cccc3cccc1c23
  -5	-5	8	-9	0.6	4	-2	6	-15
COc1ccc(CN2CCN(Cc3c[nH]c4ccccc34)CC2CCO)cc1C (stereo not drawn)
  -6	-9	-7	-11	0.4	4	-16	9	18
CCc1nn(CC(=O)NCCCN(CC)Cc2ccccc2)c(=O)c2cc3sccc3n12
  4	-39	-9	44*	-0.1	-13	-13	-1	-10
CC(=O)N(CC#CCN(C(C)=O)c1ccccc1)c1ccccc1
  ·	-6	6	-6	0.6	0	·	3	-11
CCOC(=O)c1ccc(Nc2c(CC)c(C)nc3ncnn23)cc1
  -1	10	-14	-12	1.9	1	-7	5	11
O=C(COc1ccccc1)Nc1ccc2c(c1)nc1n2CCSC1
  -4	1	-6	-6	0.5	-3	-7	4	5
CCOc1ccc(C(=O)NNC(=O)CN2C(=O)NC3(CCCC3)C2=O)cc1
  -4	-36	-3	-3	0.1	-1	-10	4	-7
CCc1c(C)sc(NC(=O)c2cc(C3CC3)on2)c1C#N
  -5	-13	-1	-8	0.4	0	-16	7	2
O=C(O)c1cccnc1SC1CC(=O)N(c2ccccc2)C1=O (stereo not drawn)
  -2	-32	-13	3	2.3	2	-4	1	19
COC(=O)CN1C(=O)N/C(=C/c2cc3c(cc2OC)OCO3)C1=O
  -4	-15	-12	-3	0.8	-4	-6	0	10
O=C(O)c1ccccc1C=NN=C1c2ccccc2-c2ccccc21
  ·	4	-9	-1	0.5	-2	·	-1	5
Cn1ccc2c(N3CCOCC3)cc3c(c21)C1CCC3C1 (stereo not drawn)
  ·	-23	10	-9	1.2	0	·	8	10
CCOc1ccc(CN2CCN(Cc3[nH]c4ccccc4c3C)CC2CCO)cc1 (stereo not drawn)
  -9	1	1	-7	0.6	-6	1	22	0
CC(C)(C)c1ccc(C(O)c2ncc(-c3ccc(F)cc3)[nH]2)cc1 (stereo not drawn)
  ·	17	-2	-7	1.0	-2	·	6	-10

A second format for part of the listing above.
mol	OXTR potentiate	TAAR1 antagonist	CHO-K1 Ca antag	M1 antag	M1 ag parental	CHRM1 agonist	CHO parental Ca	TAAR1 ag	M1 PAM parental
C[C@H](CO)N1C[C@H](C)[C@@H](CN(C)Cc2ccncc2)Oc2c(NC(=O)c3ccncc3)cccc2C1=O	-2	11	-9	4	-0.3	-6	-3	7	-4
O=C(O)c1cccnc1SC1CC(=O)N(c2ccccc2)C1=O (stereo not drawn)	-2	-32	-13	3	2.3	2	-4	1	19

(more compounds)
Below each compound: OXTR potentiate	TAAR1 antagonist	CHO-K1 Ca antag	M1 antag	M1 ag parental	CHRM1 agonist	CHO parental Ca	TAAR1 ag	M1 PAM parental
CC(Oc1ccc(Cl)cc1Cl)c1nc(-c2ccc(NC(=O)c3ccncc3)cc2)no1 (stereo not drawn)
  -9	17	3	15	5.1	-3	43*	24	9
O=C(CN1CCN(c2ccccc2)CC1)N1CCN(c2ccccc2)CC1
  2	21	-6	6	0.5	-6	-17	6	1
Cc1noc(C)c1NC(=O)N(C)C[C@H]1Oc2c(NC(=O)C3CCCCC3)cccc2C(=O)N([C@H](C)CO)C[C@@H]1C
  -5	8	-6	0	0.6	-2	-1	3	9
CN(C)C(/C=C/Nc1ccc(F)cc1F)=C(C#N)C#N
  -2	-5	-7	-3	-0.1	-11	-5	2	-5
Cn1ccnc1C(=O)c1cccc([N+](=O)[O-])c1
  -6	3	-3	-7	-0.2	-3	-10	0	10
Cc1ccc(S(=O)(=O)c2c(C)cc(C)nc2Cl)c(C)c1
  4	12	3	-7	0.3	-6	1	8	10
O=[N+]([O-])c1ccc(C(O)C[n+]2ccccc2)cc1 (stereo not drawn)
  1	·	1	-18	-0.2	-7	-2	·	3
COC(=O)CS(=O)(=O)c1ccsc1C(=O)Nc1ccc(F)c(F)c1
  -7	-3	7	7	3.6	-3	-12	3	-5
O=[N+]([O-])c1cc([N+](=O)[O-])c(Oc2cc(Cl)ccc2Cl)cc1NC1CCCCCCC1
  -2	-5	-15	-6	1.0	0	-12	2	9
Cc1c(S(=O)(=O)Nc2cccc(Cl)c2)c(=O)n(C)c(=O)n1C
  -3	-3	-18	-16	0.3	-5	5	1	26
Cc1csc2nc(CSc3ccc(Cl)cc3)cn12
  -9	·	21	-13	-0.5	-2	-14	·	-4
Cc1oc(-c2ccccc2)[n+]([O-])c1C
  -9	-2	-1	4	-0.3	-4	-7	1	3
CCN(CC)CCCN1C=C2C(=O)C(C)(OC(=O)CCc3ccccc3)C(=O)C=C2C=C1c1ccc(C#N)cc1 (stereo not drawn)
  -8	·	9	3	-0.1	-7	-2	·	-23
Cc1ccccc1C(=O)N=c1ccn(-c2nc3ccccc3nc2NS(=O)(=O)c2ccccc2)cc1
  -1	-10	-11	-8	0.3	-1	-2	1	12
Cc1nn(C(C)C(=O)NCCN2CCCCCC2)c(=O)c2nn(-c3ccccc3)c(C)c12 (stereo not drawn)
  -4	-11	-2	58*	-0.2	-5	2	1	-7
Cn1c(-c2ccccc2)c(/C=N/NC(=O)c2cccnc2)c2ccccc21
  -15	6	-6	1	0.2	-11	-33	2	20
O=C(NCCC(=O)N1CCc2ccccc21)c1ccccc1Cl
  0	0	0	-1	0.2	-5	4	1	-6
CCN1CCN(C2CCCCC2NS(=O)(=O)c2ccc(Cl)cc2)CC1 (stereo not drawn)
  -5	·	-8	15	0.5	-6	-17	·	7
CCCCNC(=S)N(CCN(CC)CC)Cc1cc2cc3c(cc2[nH]c1=O)OCO3
  -18	-11	16	-25	-0.4	-10	-26	0	-20
C=CC[C@@H](CC(=O)N[C@H](CO)Cc1ccccc1)C(=O)N[C@H](COC(=O)[C@@H](CC=C)Cc1ccc(F)cc1)Cc1c[nH]c2ccccc12
  -10	86*	-4	12	3.0	-5	19	28	7
Cc1n[nH]c(=O)c2c(NC(=O)CSc3nc4ccccc4c(=O)n3CCCOC(C)C)oc(C)c12
  -2	-32	-2	-10	0.2	-2	-19	1	11
C[C@@H]1CN(C(=O)c2nc3ccc(Cl)cn3c2CN[C@H]2CCCCNC2=O)C[C@H](C)O1
  0	4	4	1	-0.1	-5	0	1	-6
CCNC(=O)C1(C)CCCN(C(=O)c2sccc2C)C1 (stereo not drawn)
  ·	-1	-5	-23	0.6	0	·	0	29
O=C(NC1=C(NC2CCS(=O)(=O)C2)C(=O)c2ccccc2C1=O)c1ccccc1 (stereo not drawn)
  6	-9	-11	2	-0.2	-3	-28	-1	4
CCC/C=C/c1ccc(CN2C(CC(C)C)C(=O)N(Cc3cn(CC4CCCCC4)nn3)CCS2(=O)=O)cc1 (stereo not drawn)
  ·	-12	-4	-6	-0.1	-2	·	3	10
CCOC(=O)c1c(C)c(C(=O)NCc2ccccn2)c(C)n1CC
  -6	·	-15	-1	0.9	-7	-10	·	22
CCOc1ccc(NC(=O)c2ccc(-n3cccn3)nc2)cc1
  6	-2	-1	1	4.2	-8	-9	9	15
O=C(NCc1ccccc1)C1=C[C@H](c2ccc(Br)cc2)C[C@H](OCCCCO)O1
  -4	3	5	7	-0.4	-7	-17	5	-6
O=C(CSc1nc(C(F)(F)F)cc(=O)[nH]1)N1CCOCC1
  0	-3	-1	-5	0.2	0	-4	3	22
CCCCCCCCC(c1nc2ccccc2[nH]1)N1CCN=C1c1cc2ccccc2[nH]1 (stereo not drawn)
  ·	14	-5	-15	1.4	-1	·	28	9
CCOC(=O)c1ccc2nc(Nc3nc4ccc(F)cc4s3)sc2c1
  -1	1	-11	-3	1.3	-9	-6	1	24
O=C(O)C1C2C=CC(C2)C1C(=O)NCc1cccs1 (stereo not drawn)
  -2	3	-10	-7	0.1	-9	2	6	18
O=C1C2CCCCN2C(=O)N1CCN1CCN(c2cccc(Cl)c2)CC1 (stereo not drawn)
  ·	-26	4	-11	2.6	-6	·	1	12

Screens: PubChem BioAssay, The Scripps Research Institute Molecular Screening Center
